Screening results (PubChem)
AddAB inh: growth inhibition of E. coli expressing H. pylori AddAB, primary screen, AddAB inhibitor project, absorbance; inhibition, % at 11.9 µM; actives 0.29% (n = 330,000); AID 435030, 2010; in the data active means inhibition above about 12%;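 further: 0% = vehicle wells of infected cells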
E coli growth: E. coli V3065 growth inhibition, primary screen, counter-screen for AddAB inhibitor project, absorbance, OD600. 18 h. inhibition, % at 11.9 µM. actives 0.27% (n = 330,000). AID 449728, 2010;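 active means inhibition above the campaign's mean inhibition across all tested compounds plus 3 SD, cut at about 9.9% in these data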;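 further: uninfected addAB+ strain grown without phage in ampicillin broth; 0% = DMSO wells and 100% = ciprofloxacin 0.95 µg/ml wells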
DSG3 Ab inh: inhibitors of pemphigus antibody binding to DSG3, primary screen, biochemical, bead-based, flow cytometry, scFv-GFP | AID 588358, 2011 | binding (percent of control), % at 10 µM | actives 0.48% (n = 310,000) | DSG3-coupled beads, scFv-anti-DSG3-GFP binding; hits give low values | Desmoglein-3 (Homo sapiens), P32926;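 active means binding more than 3 SD below its plate's average and above zero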;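 further: hits lower antibody fragment binding to DSG3; some compounds called inactive have numbers as strong as hits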
OPRM1-OPRD1 inv: inverse agonists of MOR-DOR heterodimerization, primary screen, cell-based, luminescence | Mu-type opioid receptor (Homo sapiens) + Delta-type opioid receptor (Homo sapiens), … | cell-based MOR-DOR heterodimer luminescence, inverse agonism | inhibition, % at 9.3 µM | actives 0.21% (n = 340,000) | AID 504357, 2011; in the data active means inhibition above about 22%, passing the limit was not always enough;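 further: 0% = cells with DMSO and 100% = wells without cells with DMSO; values of inactives mirror those of a sister screen read the other way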
MOR-DOR ag: agonists of OPRM1-OPRD1 heterodimerization, primary screen, cell-based, luminescence. actives 0.3% (n = 340,000). cells. Mu-type opioid receptor (Homo sapiens) + Delta-type opioid receptor (Homo sapiens), …. activation, % at 9.3 µM. AID 504326, 2011; in the data active means activation above about 18%;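 further: 0% = vehicle-treated cells and 100% = reference agonist; values of inactives mirror those of a sister screen read the other way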
PfHsp90 yeast 2: growth inhibition of PfHsp90-expressing yeast, primary screen, antimalarial PfHsp90 inhibitor project, S. cerevisiae, BacTiter-Glo luminescence, single point, set 2. BacTiter-Glo ATP, 48 h; yeast lacking PDR1 and PDR3 efflux regulators. inhibition, % at 9.4 µM. actives 0.32% (n = 310,000). AID 504621, 2011;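 active means every replicate shows inhibition above about 80%, whatever the replicate mean, limit read from the data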;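 further: 0% = DMSO neutral controls and 100% = 20 µM radicicol positive controls; yeast relying on Plasmodium falciparum Hsp90 in place of its own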
HTR5A ag: HTR5A agonists in luminescence cell assay, primary screen, counter-screen for OPRM1-OPRD1 heterodimer agonist project, full-deck HTS; cell-based; activation, % at 9.3 µM; actives 0.61% (n = 340,000); AID 504692, 2011; in the data active means activation mostly above about 9.5%, no sharp cut-off; inactive means mostly below about 7.6%;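 further: 0% = cells with vehicle only and 100% = reference agonist; strong numbers were not always called active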
Target sequence (P47898 whole entry, looked up): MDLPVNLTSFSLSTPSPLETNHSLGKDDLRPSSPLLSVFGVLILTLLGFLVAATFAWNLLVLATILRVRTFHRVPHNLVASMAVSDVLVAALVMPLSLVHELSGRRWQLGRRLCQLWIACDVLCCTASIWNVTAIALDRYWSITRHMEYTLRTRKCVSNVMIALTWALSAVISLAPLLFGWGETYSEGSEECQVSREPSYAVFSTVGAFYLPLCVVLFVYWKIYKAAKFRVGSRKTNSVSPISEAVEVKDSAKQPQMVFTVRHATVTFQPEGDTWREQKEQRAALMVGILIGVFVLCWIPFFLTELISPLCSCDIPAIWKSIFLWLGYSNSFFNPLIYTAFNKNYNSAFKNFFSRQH
phage Ecoli inh: growth loss of phage-infected E. coli, primary screen, RecBCD inhibitor project, absorbance, with phage, HTS; inhibition, % at 11.9 µM; actives 0.26% (n = 360,000); AID 651602, 2012; in the data active means inhibition above about 11%
PKA-R1A act: activators of PKA-R1A holoenzyme, primary screen, biochemical, fluorescence polarization, Cy5-IP20, bovine R1A, mouse PKAc. cAMP-dependent protein kinase type I-alpha regulatory subunit (Bos taurus) + …. activation, % at 11.4 µM. actives 0.083% (n = 340,000). PKA-R1A dissociation; scaled: DMSO 0%, 113 µM cGMP 100%;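 active means percent activation above the mean of all tested compounds plus 3 SD, cut at about 19% in these data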;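 further: higher means more PKAc released from R1A so a rise in polarization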
SUMO Mot1 rescue: yeast Mot1-301 growth rescue at high temperature, primary screen, SUMOylation pathway inhibitor project, S. cerevisiae, ATP luminescence, 38.5C. S. cerevisiae Mot1-301 growth rescue; percent above DMSO median, 100 means doubled. growth rescue, % at 18.8 µM. actives 1% (n = 320,000);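 active means every valid replicate shows activation above 250% relative to neutral control wells; inactive means the rest, any valid replicate at or below 250%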;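 further: OY570 slx delta 5 strain wells were the positive control but not used for scaling; some compounds called inactive have numbers as strong as hits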
HTR5A inv ag: HTR5A inverse agonists in luminescence cell assay, primary screen, counter-screen for OPRM1-OPRD1 heterodimer inverse agonist project, full-deck HTS; actives 0.083% (n = 340,000); HTR5A cell line, inverse agonism; 5-hydroxytryptamine receptor 5A (Homo sapiens), P47898; AID 504634, 2011; inhibition, % at 9.3 µM; in the data active means inhibition mostly above about 23%, no sharp cut-off; inactive means mostly below about 18%;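 further: 0% = cells with DMSO and 100% = no-cell wells with DMSO; some compounds called inactive have numbers as strong as hits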
The depositor's hits bear a star.

Results for CC1CCCN(CC(=O)Nc2ccc(S(=O)(=O)NC3CCCCC3)cc2)C1 (configuration not stated) ?
AddAB inh: 3.0; E coli growth: 1.1; DSG3 Ab inh: 107; OPRM1-OPRD1 inv: -16; MOR-DOR ag: 2.8; PfHsp90 yeast 2: -21; HTR5A ag: 5; phage Ecoli inh: 1.8; PKA-R1A act: -4; SUMO Mot1 rescue: -19; HTR5A inv ag: -21

What do the screens show for `COc1ccccc1/C=C/C(=O)NCC(=O)N/N=C/c1ccc(C(=O)O)cc1`?
AddAB inh: 2.6; E coli growth: -0.1; OPRM1-OPRD1 inv: 6; MOR-DOR ag: -1.0; PfHsp90 yeast 2: -1; HTR5A ag: 2; phage Ecoli inh: 0.4; PKA-R1A act: 1; SUMO Mot1 rescue: 8; HTR5A inv ag: -8

How did COc1ccccc1N(C)S(=O)(=O)c1ccc(Cl)c(C(=O)N2CCC(C(N)=O)CC2)c1 do in these assays?
AddAB inh: -0.3; E coli growth: -4.8; DSG3 Ab inh: 90; OPRM1-OPRD1 inv: 15; MOR-DOR ag: -3.2; PfHsp90 yeast 2: 8; HTR5A ag: -1; phage Ecoli inh: 2.1; PKA-R1A act: -3; SUMO Mot1 rescue: 18; HTR5A inv ag: 9

What do the screens show for `O=C(Nc1ccc(Cl)cc1)C1CCCN1C(=O)NCc1ccccc1` (configuration not stated)?
AddAB inh: 0.9; E coli growth: -3.0; DSG3 Ab inh: 90; OPRM1-OPRD1 inv: 15; MOR-DOR ag: -2.6; PfHsp90 yeast 2: 20; HTR5A ag: 0; phage Ecoli inh: 2.3; PKA-R1A act: 6; SUMO Mot1 rescue: 324; HTR5A inv ag: -1

How did O=C(O)c1cccc(Cn2c(Cl)c(/C=N/Nc3ccccc3)sc2=O)c1 do in these assays?
AddAB inh: 2.9; E coli growth: -0.8; DSG3 Ab inh: 99; OPRM1-OPRD1 inv: -15; MOR-DOR ag: 3.3; PfHsp90 yeast 2: 22; HTR5A ag: 6; PKA-R1A act: -4; SUMO Mot1 rescue: 279*; HTR5A inv ag: -16

How did Cc1cc(C(=O)CSc2nc(N)cc(=O)[nH]2)c(C)n1-c1cccc(F)c1 do in these assays?
AddAB inh: 0.9; E coli growth: -0.9; DSG3 Ab inh: 110; OPRM1-OPRD1 inv: 14; MOR-DOR ag: -2.7; HTR5A ag: -3; phage Ecoli inh: 1.0; PKA-R1A act: 4; SUMO Mot1 rescue: -6; HTR5A inv ag: -8

How did Cc1cc(NCCN2CCOCC2)n2nc(C)c(-c3ccccc3)c2n1 do in these assays?
AddAB inh: 0.2; E coli growth: -3.4; OPRM1-OPRD1 inv: 8; MOR-DOR ag: -1.8; PfHsp90 yeast 2: -6; HTR5A ag: 7; phage Ecoli inh: 1.7; PKA-R1A act: -13; SUMO Mot1 rescue: 1; HTR5A inv ag: 17

How did C#CCOCCOCCOCCNc1nc(N2CCN(C(=O)[C@H](CCCCN)n3cc(CN)nn3)CC2)nc(N2CCN(C(=O)[C@H](CO)n3cc([C@@H](N)C(C)C)nn3)CC2)n1 do in these assays?
AddAB inh: 0.6; E coli growth: -2.5; DSG3 Ab inh: 101; OPRM1-OPRD1 inv: 0; MOR-DOR ag: 0.0; PfHsp90 yeast 2: 25; HTR5A ag: 0; phage Ecoli inh: 1.6; PKA-R1A act: -11; SUMO Mot1 rescue: -17; HTR5A inv ag: 0

What do the screens show for `COc1cc(C2NC(=O)NC(C)=C2C(=O)Nc2cccc(C)c2C)cc(OC)c1OC` (configuration not stated)?
AddAB inh: 0.1; E coli growth: -1.4; DSG3 Ab inh: 91; OPRM1-OPRD1 inv: 8; MOR-DOR ag: -1.4; PfHsp90 yeast 2: 16; HTR5A ag: 1; phage Ecoli inh: 2.5; PKA-R1A act: 0; SUMO Mot1 rescue: 0; HTR5A inv ag: 6

What do the screens show for `CC(C)CNCC(=O)N1c2ccccc2Sc2ccccc21`?
AddAB inh: 0.3; E coli growth: 1.6; DSG3 Ab inh: 100; OPRM1-OPRD1 inv: 4; MOR-DOR ag: -0.6; PfHsp90 yeast 2: -12; HTR5A ag: -2; phage Ecoli inh: 3.5; PKA-R1A act: 11; SUMO Mot1 rescue: 134; HTR5A inv ag: -17

Pulled by structure from the entries so far, two records:
How did O=C(O)c1cccc(Cn2c(Cl)c(/C=N/Nc3ccccc3)sc2=O)c1 do in these assays?
AddAB inh: 2.9; E coli growth: -0.8; DSG3 Ab inh: 99; OPRM1-OPRD1 inv: -15; MOR-DOR ag: 3.3; PfHsp90 yeast 2: 22; HTR5A ag: 6; PKA-R1A act: -4; SUMO Mot1 rescue: 279*; HTR5A inv ag: -16

What do the screens show for `COc1cc(C2NC(=O)NC(C)=C2C(=O)Nc2cccc(C)c2C)cc(OC)c1OC` (configuration not stated)?
AddAB inh: 0.1; E coli growth: -1.4; DSG3 Ab inh: 91; OPRM1-OPRD1 inv: 8; MOR-DOR ag: -1.4; PfHsp90 yeast 2: 16; HTR5A ag: 1; phage Ecoli inh: 2.5; PKA-R1A act: 0; SUMO Mot1 rescue: 0; HTR5A inv ag: 6

Next results.
Results for O=S(=O)(NCc1ccccc1Cl)c1ccc(-n2cnnn2)cc1 ?
AddAB inh: 2.2; E coli growth: -0.8; DSG3 Ab inh: 112; OPRM1-OPRD1 inv: 15; MOR-DOR ag: -2.8; PfHsp90 yeast 2: 7; HTR5A ag: 6; phage Ecoli inh: 1.4; PKA-R1A act: -3; SUMO Mot1 rescue: 3; HTR5A inv ag: -18

How did CC1=CC(=C(C#N)C#N)C=C(C)N1CCN1CCN(C(=O)Nc2ccc(Cl)c(Cl)c2)CC1 do in these assays?
AddAB inh: 0.9; E coli growth: -2.6; DSG3 Ab inh: 116; OPRM1-OPRD1 inv: 2; MOR-DOR ag: -0.3; PfHsp90 yeast 2: 29; HTR5A ag: 3; phage Ecoli inh: 1.0; PKA-R1A act: -1; SUMO Mot1 rescue: 17; HTR5A inv ag: -8

How did O=C(CN(CC1CCCO1)C(=O)CNS(=O)(=O)c1ccc(Cl)cc1)NCC1CCCO1 (configuration not stated) do in these assays?
AddAB inh: 1.8; E coli growth: 2.1; DSG3 Ab inh: 89; OPRM1-OPRD1 inv: -6; MOR-DOR ag: 1.0; PfHsp90 yeast 2: -4; HTR5A ag: 0; phage Ecoli inh: 1.6; PKA-R1A act: 7; SUMO Mot1 rescue: 72; HTR5A inv ag: 24

What do the screens show for `COc1ccc(NC(=S)N2CCC(N(C)CC3CCCO3)CC2)cc1Cl` (configuration not stated)?
AddAB inh: 2.0; E coli growth: -0.9; DSG3 Ab inh: 104; OPRM1-OPRD1 inv: -2; MOR-DOR ag: 0.3; PfHsp90 yeast 2: -10; HTR5A ag: -2; phage Ecoli inh: 1.4; PKA-R1A act: -14; SUMO Mot1 rescue: 58; HTR5A inv ag: 6

How did O=C(COC(=O)c1cc2c(s1)CCC2)Nc1ccc(F)cc1 do in these assays?
AddAB inh: 2.5; E coli growth: 0.8; DSG3 Ab inh: 106; OPRM1-OPRD1 inv: -20; MOR-DOR ag: 4.0; PfHsp90 yeast 2: 8; HTR5A ag: -4; phage Ecoli inh: 3.2; PKA-R1A act: -11; SUMO Mot1 rescue: 54; HTR5A inv ag: 9

How did CC(=O)Nc1ccc(NC(=S)Nc2ccc(Br)cc2)cc1 do in these assays?
AddAB inh: -1.4; E coli growth: -2.0; DSG3 Ab inh: 102; OPRM1-OPRD1 inv: 2; MOR-DOR ag: -0.4; PfHsp90 yeast 2: 8; HTR5A ag: 0; phage Ecoli inh: 6.3; PKA-R1A act: -7; SUMO Mot1 rescue: -21; HTR5A inv ag: -1

What do the screens show for `COc1ccc(NS(=O)(=O)c2ccc(C)c(C(=O)O)c2)cc1`?
AddAB inh: 0.4; E coli growth: 0.0; DSG3 Ab inh: 79; OPRM1-OPRD1 inv: 7; MOR-DOR ag: -1.4; PfHsp90 yeast 2: 59; HTR5A ag: -6; phage Ecoli inh: 2.0; PKA-R1A act: 3; SUMO Mot1 rescue: 0; HTR5A inv ag: -7

How did COCCn1c(N)c(Sc2ccccc2[N+](=O)[O-])c(=O)[nH]c1=O do in these assays?
AddAB inh: 0.6; E coli growth: 0.5; DSG3 Ab inh: 95; OPRM1-OPRD1 inv: -1; MOR-DOR ag: 0.2; PfHsp90 yeast 2: -14; HTR5A ag: -1; phage Ecoli inh: -3.3; PKA-R1A act: -3; SUMO Mot1 rescue: 2; HTR5A inv ag: 3

Results for CCOc1ccc(C2NC(=O)c3n[nH]c(C)c32)cc1 (configuration not stated) ?
AddAB inh: 0.9; E coli growth: -0.9; DSG3 Ab inh: 95; OPRM1-OPRD1 inv: 6; MOR-DOR ag: -1.1; PfHsp90 yeast 2: 6; HTR5A ag: 6; phage Ecoli inh: 1.0; PKA-R1A act: -7; SUMO Mot1 rescue: 1; HTR5A inv ag: -17

Results for O=C(Cn1nc(-c2ccccc2Cl)ccc1=O)Nc1ccc(Br)cc1 ?
AddAB inh: 2.5; E coli growth: 2.5; DSG3 Ab inh: 98; OPRM1-OPRD1 inv: 0; MOR-DOR ag: 0.0; PfHsp90 yeast 2: -16; HTR5A ag: -1; phage Ecoli inh: 0.9; PKA-R1A act: -7; SUMO Mot1 rescue: 10; HTR5A inv ag: 4

Results for Cc1c(NC(=S)NC(=O)C(C)(C)C)c(=O)n(-c2ccccc2)n1C ?
AddAB inh: 6.5; E coli growth: -1.2; DSG3 Ab inh: 106; OPRM1-OPRD1 inv: 16; MOR-DOR ag: -3.0; HTR5A ag: -4; phage Ecoli inh: 2.1; PKA-R1A act: -17; SUMO Mot1 rescue: -11; HTR5A inv ag: 1

What do the screens show for `CCS(=O)(=O)Nc1ccc(-c2nnc(SCC(=O)c3cccc(OC)c3)o2)cc1`?
AddAB inh: 2.3; E coli growth: -1.6; DSG3 Ab inh: 101; OPRM1-OPRD1 inv: -8; MOR-DOR ag: 1.9; PfHsp90 yeast 2: -21; HTR5A ag: 2; PKA-R1A act: 8; SUMO Mot1 rescue: 414; HTR5A inv ag: 8
